STEP block – blocks human striatal-enriched tyrosine phosphatase | recombinant STEP, OMFP fluorogenic substrate, fluorescence | actives 0.25% (n = 360,000) | inhibition, % at 20 µM | P54829;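 active = inhibition at 20 µM, scaled per plate between control wells, above about 37%, limit read from the data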;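 note: 0% = DMSO with enzyme and substrate and 100% = substrate only without enzyme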
Target sequence (P54829 whole entry, looked up): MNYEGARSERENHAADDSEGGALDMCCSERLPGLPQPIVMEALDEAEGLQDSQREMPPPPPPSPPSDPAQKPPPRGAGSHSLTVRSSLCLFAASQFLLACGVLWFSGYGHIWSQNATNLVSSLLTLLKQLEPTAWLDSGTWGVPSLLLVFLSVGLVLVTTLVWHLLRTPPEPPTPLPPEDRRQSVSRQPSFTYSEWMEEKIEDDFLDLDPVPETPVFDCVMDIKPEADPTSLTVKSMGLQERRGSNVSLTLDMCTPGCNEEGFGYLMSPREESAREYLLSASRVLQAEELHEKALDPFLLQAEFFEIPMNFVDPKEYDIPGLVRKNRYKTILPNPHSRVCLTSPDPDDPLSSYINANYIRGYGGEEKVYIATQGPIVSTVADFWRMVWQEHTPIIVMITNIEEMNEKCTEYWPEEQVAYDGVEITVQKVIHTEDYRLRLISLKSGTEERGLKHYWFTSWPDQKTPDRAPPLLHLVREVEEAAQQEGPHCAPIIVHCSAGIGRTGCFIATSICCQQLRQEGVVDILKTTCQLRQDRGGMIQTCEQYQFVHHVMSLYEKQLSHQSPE
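System: STEP phosphatase, cell-free reaction; Buffer or medium: Bis-Tris pH 6.0 buffer with DTT, detergent; Incubation: 20 min at room temperature, dark; Measured by: fluorescence, 480/540 nm.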
NRP1-CendR mod – modulators of CendR peptide binding to human neuropilin-1. AID 602438. inhibition, % at 25 µM. FAM-RPARPAR peptide binding to NRP-1, fluorescence polarization. actives 0.85% (n = 360,000);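 active = inhibition or corrected inhibition above about 18%, plus a signal ratio from 0.5 to 1.5, limit read from the data, passing the limit was not always enough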; note: strong numbers were not always called active
SUMO1-SIM PPI – alters human SUMO1 binding to SIM partners. P63165. SUMO1 binding to a labelled peptide, TR-FRET, 1 h. inhibition, % at 20 µM. actives 0.33% (n = 360,000); in the data active = inhibition above about 37%
Target sequence (P63165 whole entry, looked up): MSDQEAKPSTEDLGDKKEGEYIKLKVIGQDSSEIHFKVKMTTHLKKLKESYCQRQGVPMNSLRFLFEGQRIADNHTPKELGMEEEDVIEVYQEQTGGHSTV
LMPTP inh – LMPTP (human) inhibition. P24666. recombinant LMPTP-A, OMFP fluorogenic substrate, fluorescence intensity. inhibition, % at 20 µM. actives 0.22% (n = 360,000);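 active = compounds that cut the enzyme signal by at least half of the control window in the single-dose screen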;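 note: plate controls were DMSO wells with enzyme plus substrate for no effect and substrate without enzyme for full effect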
Target sequence (P24666 whole entry, looked up): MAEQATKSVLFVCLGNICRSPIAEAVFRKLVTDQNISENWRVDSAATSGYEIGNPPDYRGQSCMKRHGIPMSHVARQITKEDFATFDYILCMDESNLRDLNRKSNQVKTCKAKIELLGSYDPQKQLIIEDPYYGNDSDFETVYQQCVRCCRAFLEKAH
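Test system – LMPTP-A enzyme · Amount – LMPTP-A at 0.625 nM final in the reaction · Buffer or medium – Bis-Tris pH 6.0, DTT, detergent · Reagent – OMFP 400 µM · Doses – single 20 µM dose · Schedule – reaction 50 min, room temperature, dark · Detection – fluorescence intensity of OMFP turnover product · Evaluation – percent inhibition versus substrate-only and uninhibited controls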
eLon inh – inhibitors of E. coli Lon protease | actives 0.42% (n = 360,000) | AID 602123 | inhibition, % at 7.94 µM | purified E. coli Lon protease, fluorescence polarization | P0A9M0; in the data active = inhibition above about 13%, passing the limit was not always enough;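 note: 0% = enzyme with probe and DMSO and 100% = no enzyme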
MsrA inh – inhibits bovine methionine sulfoxide reductase A; purified bovine MsrA, absorbance read-out; inhibition, % at 15.5 µM; actives 0.75% (n = 360,000); AID 651718; in the data active = inhibition above about 4.5%;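 note: 0% = vehicle wells with enzyme and 100% = reference inhibitor wells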
MsrA act – bovine methionine sulfoxide reductase A activation; AID 602163; purified bovine MsrA, absorbance read-out; activation, % at 10.6 µM; actives 0.3% (n = 360,000); in the data active = activation above about 7.5%;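 note: 0% = vehicle and 100% = reference activator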
DNMT1 block – blocks human DNA methyltransferase DNMT1; inhibition (reported as % activation of signal), % at 10 µM; DNMT1 molecular beacon, Hinp1I cleavage, fluorescence; P26358; actives 0.83% (n = 360,000); in the data active = inhibition above about 50%
TbMetRS inhib – Trypanosoma brucei MetRS inhibition; purified T. brucei MetRS, ATP depletion, Kinase-Glo luminescence; inhibition, % at 11.9 µM; actives 0.4% (n = 360,000);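 active = inhibition above a per-plate cutoff of the control wells' mean inhibition plus 3 SD, cut at about 5.5% in these data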;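 note: 0% = DMSO wells median and 100% = median of wells with control inhibitor compound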
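Test system: purified T. brucei MetRS enzyme. Also added: ATP, methionine and E. coli bulk tRNA substrates. Compound: 11.9 µM single point. Schedule: 15 min enzyme-compound preincubation, 2 h reaction, 10 min detection, 25 °C. Signal: luciferase luminescence of residual ATP, Kinase-Glo. Evaluation: percent inhibition versus plate control medians. Controls: DMSO wells, low control.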
Scp1 inh – Scp-1 (human) phosphatase inhibition. inhibition, % at 20 µM. AID 493091. actives 0.88% (n = 340,000). Recombinant Scp1, phosphopeptide, malachite green phosphate absorbance;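 active = inhibition above about 50% at 20 µM, limit read from the data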;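 note: plate controls were DMSO wells with enzyme for no effect and wells lacking enzyme for full effect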
Target sequence (Q9GZU7 76-261 limits assumed): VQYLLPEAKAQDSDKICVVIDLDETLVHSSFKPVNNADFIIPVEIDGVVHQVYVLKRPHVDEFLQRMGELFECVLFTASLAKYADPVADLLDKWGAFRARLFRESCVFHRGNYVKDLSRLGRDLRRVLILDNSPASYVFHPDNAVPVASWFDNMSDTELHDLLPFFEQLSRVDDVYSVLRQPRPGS
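Material: truncated SCP-1 phosphatase (76-261aa) / Buffer or medium: 50 mM Tris acetate pH 5.5, 0.005% Tween-20, 10 mM MgCl2 / Compound dosing: one concentration, 20 µM, with 1.0% DMSO / Incubation: 45 min room-temperature reaction, 5 min colour, 30 min stabiliser / Detection: colorimetric free-phosphate detection, absorbance 630 nm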
The depositor's hits bear a star; nt = no result given.

The opening nine entries, to show the layout:
SMILES	STEP block	NRP1-CendR mod	SUMO1-SIM PPI	LMPTP inh	eLon inh	MsrA inh	MsrA act	DNMT1 block	TbMetRS inhib	Scp1 inh
O=c1c2cc(Br)ccc2[nH]c(=S)n1Cc1ccccc1	-1	-1	-18	4.2	-3	2.8	0	-4	7.7*	-11
O=C(CCN1C(=O)/C(=C/c2ccccc2Cl)SC1=S)NC1CCCC1	-2	-3	8	-1.3	-6	-0.6	0	7	-0.4	-2
N#CCCn1cc(C=O)c(-c2cccs2)n1	-2	0	3	-1.5	6	1.1	-5	0	-0.5	-2
Cc1c(NC(=O)C(C)OC(=O)c2c3c(nc4ccccc24)CCC(C)C3)c(=O)n(-c2ccccc2)n1C (stereo not drawn)	2	-20	0	-0.1	-13	0.9	-4	0	-0.1	-2
C=CCOc1ccc(/C=N/NC(=O)C2CCCC2)cc1OCC	0	0	-16	-0.3	-9	-0.6	-4	0	-0.4	-6
Cc1ccc(NC(=O)COc2cccc3ccc(C)nc23)c(Br)c1	1	-8	4	0.8	-9	0.8	-3	1	-0.7	-2
COc1ccc(N2CCN(C(=O)c3csc4ccccc34)CC2)cc1	1	-7	2	0.3	-7	0.4	-11	11	-0.6	-5
O=C(O)c1cccc(S(=O)(=O)N2Cc3ccccc3C2)c1	0	-4	1	-2.8	0	-0.8	2	0	0.1	-7
CC(=O)Nc1ccc(-c2nnn(CC(=O)Nc3ccc4c(c3)OCO4)n2)cc1Cl	2	-1	0	-0.6	-4	0.3	-3	-4	0.3	-5

All compounds of this part (from the top)
SMILES	STEP block	NRP1-CendR mod	SUMO1-SIM PPI	LMPTP inh	eLon inh	MsrA inh	MsrA act	DNMT1 block	TbMetRS inhib	Scp1 inh
O=c1c2cc(Br)ccc2[nH]c(=S)n1Cc1ccccc1	-1	-1	-18	4.2	-3	2.8	0	-4	7.7*	-11
O=C(CCN1C(=O)/C(=C/c2ccccc2Cl)SC1=S)NC1CCCC1	-2	-3	8	-1.3	-6	-0.6	0	7	-0.4	-2
N#CCCn1cc(C=O)c(-c2cccs2)n1	-2	0	3	-1.5	6	1.1	-5	0	-0.5	-2
Cc1c(NC(=O)C(C)OC(=O)c2c3c(nc4ccccc24)CCC(C)C3)c(=O)n(-c2ccccc2)n1C (stereo not drawn)	2	-20	0	-0.1	-13	0.9	-4	0	-0.1	-2
C=CCOc1ccc(/C=N/NC(=O)C2CCCC2)cc1OCC	0	0	-16	-0.3	-9	-0.6	-4	0	-0.4	-6
Cc1ccc(NC(=O)COc2cccc3ccc(C)nc23)c(Br)c1	1	-8	4	0.8	-9	0.8	-3	1	-0.7	-2
COc1ccc(N2CCN(C(=O)c3csc4ccccc34)CC2)cc1	1	-7	2	0.3	-7	0.4	-11	11	-0.6	-5
O=C(O)c1cccc(S(=O)(=O)N2Cc3ccccc3C2)c1	0	-4	1	-2.8	0	-0.8	2	0	0.1	-7
CC(=O)Nc1ccc(-c2nnn(CC(=O)Nc3ccc4c(c3)OCO4)n2)cc1Cl	2	-1	0	-0.6	-4	0.3	-3	-4	0.3	-5
CC(C)C(NC(=O)c1ccco1)C(=O)NCC(c1ccco1)N(C)C (stereo not drawn)	-1	-10	2	-1.7	-7	0.9	-2	-3	0.1	-5
O=C(COc1cccnc1[N+](=O)[O-])Nc1ccc2c(c1)CCC2	-1	-4	-15	4.8	4	0.2	-9	0	-0.1	-7
CCOC(=O)/C(=N\Nc1cccc(C(F)(F)F)c1)N1CCOCC1	1	7	-1	1.1	-12	2.3	-2	15	0.8	0
O=C(Nc1ccc(Cn2nnc3ccccc32)cc1)c1ccco1	5	-1	7	-0.9	5	-0.3	-11	1	-0.6	-9
COc1ccc(Cl)cc1NC(=O)CN(C)C(=O)c1cc(=O)c2ccccc2o1	0	12	-2	-0.5	4	0.2	-10	3	0.0	3
CN1CCCC(OC(=O)c2cccc(Cl)c2)C1 (stereo not drawn)	1	30*	5	-3.2	3	-0.5	0	-1	0.8	-17
CCC(=O)Nc1ccc2c(c1)Cc1cc([N+](=O)[O-])ccc1-2	-3	-19	-66	-0.8	1	0.7	-9	-4	-0.1	-5
CN(C)Cc1ccccc1C1(O)c2ccccc2CSc2ccccc21 (stereo not drawn)	-2	-4	2	-0.7	-10	1.2	1	-4	-1.1	-6
Cc1ccc2c(c1)C1CN(C)CCC1N2C(=O)c1ccccc1NS(=O)(=O)c1ccc(F)cc1C (stereo not drawn)	1	38*	2	-1.4	0	-0.9	-2	2	0.1	-3
c1ccc(-c2nc3c4ccccc4ccn3c2Cc2ccsc2)cc1	0	-7	-4	1.3	2	nt	-3	-11	-0.7	nt
O=C(NCc1cccnc1)c1ccc(COc2ccccc2Br)o1	0	8	-4	-0.9	-3	-0.1	-3	0	-0.6	-4

An excerpt of these results, with two lines to a compound.
Second line of a record – STEP block	NRP1-CendR mod	SUMO1-SIM PPI	LMPTP inh	eLon inh	MsrA inh	MsrA act	DNMT1 block	TbMetRS inhib	Scp1 inh
> CCC(=O)Nc1ccc2c(c1)Cc1cc([N+](=O)[O-])ccc1-2
→ -3	-19	-66	-0.8	1	0.7	-9	-4	-0.1	-5
> O=C(Nc1ccc(Cn2nnc3ccccc32)cc1)c1ccco1
→ 5	-1	7	-0.9	5	-0.3	-11	1	-0.6	-9

Further compounds follow.
SMILES	STEP block	NRP1-CendR mod	SUMO1-SIM PPI	LMPTP inh	eLon inh	MsrA inh	MsrA act	DNMT1 block	TbMetRS inhib	Scp1 inh
NC(=O)CSc1nnnn1CC(CC(=O)O)c1ccccc1 (stereo not drawn)	-2	-6	2	-0.6	-8	-0.1	-11	3	-1.2	0
CC(=O)c1cn(N(C)c2ncc(C(F)(F)F)cc2Cl)c(=O)[nH]c1=O	0	10	4	0.8	1	2.0	-6	3	-0.7	-4
COc1cccc(/C=C2\SC(=S)N(c3cccnc3)C2=O)c1OC	-2	5	16	1.9	-2	0.4	-1	-1	1.5	6
OCCSc1c(F)c(SCCO)c(SCCO)c(F)c1SCCO	7	-5	3	-1.3	-1	-0.5	-1	-6	0.1	-4
O=C(CCC(=O)N1CCc2ccccc2C1)NCCc1ccc(Cl)cc1	-2	-9	2	-0.7	5	-1.2	-5	3	-0.6	6
O=C(c1ccc2snnc2c1)N1CCCCC1	3	-2	3	-2.3	-16	0.7	-7	5	-1.2	-5
CCCCN(CC)C(=O)CSc1nc2ccccc2c(=O)n1CC1COc2ccccc2O1 (stereo not drawn)	4	9	-1	7.6	0	1.7	-2	-3	-0.2	-13
O=C(CC1SC(N2CCOCC2)=NC1=O)Nc1ccccc1F (stereo not drawn)	2	5	2	-0.2	-2	0.3	-2	3	0.1	10
CN(C)S(=O)(=O)c1cccc(NC(=O)NCCCl)c1	-2	14	10	-1.4	-4	-0.9	-8	0	-0.4	-11
COc1ccccc1CN(Cc1nc2ccccc2c(=O)[nH]1)S(=O)(=O)c1ccc2ccccc2c1	-1	-4	4	4.3	11	1.4	-2	-4	0.7	-8
Cc1cc(C)cc(OCc2nnc(SCC(=O)N3CCN(c4ccccc4)CC3)o2)c1	-14	4	0	0.1	2	1.0	-12	27	-1.1	3
O=S1(=O)CCC(NS(=O)(=O)c2ccc3ccccc3c2)C1 (stereo not drawn)	-2	12	-3	-0.2	9	0.4	4	0	-0.4	-7
O=C(Cc1ccc(S(=O)(=O)N2CCOCC2)s1)NCC(=O)Nc1ccccc1Br	1	12	-3	-0.2	-8	0.9	-3	-6	-0.3	-6
COc1cccc(C(=O)CSc2nc3ccccc3n2CC(=O)N2CCOCC2)c1	-1	-14	-2	-0.4	9	-0.2	-2	-2	-0.1	0
Cc1cc(OCC(=O)NCCCn2ccnc2)c2c(C)c(C)c(=O)oc2c1	-1	6	-7	1.4	8	0.0	-2	5	-0.3	4
CC(C)C(NC(=O)C12CC3CC(CC(C3)C1)C2)C(=O)N/N=C/C1=C(N2CCOCC2)C(=C\c2cccc([N+](=O)[O-])c2)/CC1 (stereo not drawn)	-1	-3	-3	-0.7	3	0.1	-5	-2	-0.7	-2
Cc1ccc(S(=O)(=O)NC(C)(C)CSc2nncn2N)cc1	2	-12	-2	-0.4	4	-0.5	-8	3	-1.5	-4
CC(=O)c1cccc(NCC(=O)c2ccc(C)c([N+](=O)[O-])c2)c1	1	3	-10	-1.3	-18	0.8	-1	-3	-0.8	-5
Cc1cccc(S(=O)(=O)Nc2nc3ccccc3nc2OC(C)C)c1	-1	8	8	-0.5	5	0.4	-3	0	-0.3	-15
Cc1ccccc1CC(=O)Nc1ccc2c(c1)CCC2	-4	-4	1	0.9	-7	-0.4	-8	-2	-0.1	-9
CCOC(=O)c1ccc(N2C(=O)CC(SCC(=O)Nc3ccc(S(N)(=O)=O)cc3)C2=O)cc1 (stereo not drawn)	-1	6	-1	-3.1	4	-0.2	-2	-3	-0.1	-3
Cc1ccc(C)c(NC(=O)CN(C)C(=O)c2cccc(N3C(=O)CCC3=O)c2)c1	-1	-10	-2	-0.6	5	-0.5	-2	2	-0.5	-9
CN(C(=O)c1ccc(NC(=O)Cc2ccc(NC(=O)C3CCCN(C(=O)c4ccccc4)C3)cc2)cc1)C1CCCC1 (stereo not drawn)	0	-1	-3	0.9	-6	-1.0	-9	-6	0.2	0
COc1cc(C(C(=O)NCc2ccccc2)N(Cc2ccco2)C(=O)c2cnccn2)cc(OC)c1OC (stereo not drawn)	-3	11	2	-0.8	-6	-0.6	1	-2	-0.6	-3
CCOC(=O)C[C@H]1c2cc(F)ccc2S(=O)(=O)N1C(C)(C)C	-2	12	0	-0.7	10	-0.6	-4	11	-0.3	1
O=C1N=C(N2CCOCC2)S/C1=C\c1cccnc1	-4	-6	-5	-0.8	4	1.5	1	1	-0.5	-3
Cn1c2ccccc2c2nnc(SCC(=O)Nc3cccc(O)c3)nc21	0	7	-15	1.5	5	1.3	-7	-1	-0.9	2
O=C1C=C(NC2CCCCC2)CCC1	-1	-3	2	-2.2	-13	0.1	-2	4	-0.1	-4
O=C(N1CCOCC1)N1c2ccccc2CC(N2CCOCC2)c2ccccc21 (stereo not drawn)	-4	7	1	-0.5	2	0.7	-13	-2	-0.8	-5
CCCC(=O)NC(=S)Nc1ccc(Cl)cn1	-3	-1	-2	-0.1	-6	-1.2	-8	2	-1.0	-6
Cc1cccc(C(=O)NC(=S)NCc2ccccc2)c1	4	-1	5	3.9	0	0.0	-3	-3	-0.1	-14
COc1ccc(NC(=O)CNC(=O)Cn2cnc3sc(C)c(C)c3c2=O)cc1OC	-2	2	0	-0.6	-14	0.7	-2	1	0.1	-4
COc1ccccc1NS(=O)(=O)c1cc(NC(=O)c2ccc(NC(C)=O)cc2)ccc1N1CCOCC1	2	0	9	2.6	-1	0.6	-2	-14	-0.2	-9

Source: PubChem
